Screening results deposited in PubChem BioAssay by Icahn School of Medicine at Mount Sinai.
RBX1-CUL1 inh: blocks human RBX1-Cullin-1 di-ubiquitin formation; P62877+Q13616; in vitro K48 di-Ub FRET, acceptor:donor ratio, 45 min; inhibition, % at 10 µM; hit rate 0.6% among 140,000; AID 1347404; in the data active = inhibition above about 25%
Target sequence (P62877 whole entry, looked up): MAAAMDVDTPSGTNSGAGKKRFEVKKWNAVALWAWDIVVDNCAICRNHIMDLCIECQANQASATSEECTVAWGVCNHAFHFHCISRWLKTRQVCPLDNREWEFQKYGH
Target sequence (Q13616 whole entry, looked up): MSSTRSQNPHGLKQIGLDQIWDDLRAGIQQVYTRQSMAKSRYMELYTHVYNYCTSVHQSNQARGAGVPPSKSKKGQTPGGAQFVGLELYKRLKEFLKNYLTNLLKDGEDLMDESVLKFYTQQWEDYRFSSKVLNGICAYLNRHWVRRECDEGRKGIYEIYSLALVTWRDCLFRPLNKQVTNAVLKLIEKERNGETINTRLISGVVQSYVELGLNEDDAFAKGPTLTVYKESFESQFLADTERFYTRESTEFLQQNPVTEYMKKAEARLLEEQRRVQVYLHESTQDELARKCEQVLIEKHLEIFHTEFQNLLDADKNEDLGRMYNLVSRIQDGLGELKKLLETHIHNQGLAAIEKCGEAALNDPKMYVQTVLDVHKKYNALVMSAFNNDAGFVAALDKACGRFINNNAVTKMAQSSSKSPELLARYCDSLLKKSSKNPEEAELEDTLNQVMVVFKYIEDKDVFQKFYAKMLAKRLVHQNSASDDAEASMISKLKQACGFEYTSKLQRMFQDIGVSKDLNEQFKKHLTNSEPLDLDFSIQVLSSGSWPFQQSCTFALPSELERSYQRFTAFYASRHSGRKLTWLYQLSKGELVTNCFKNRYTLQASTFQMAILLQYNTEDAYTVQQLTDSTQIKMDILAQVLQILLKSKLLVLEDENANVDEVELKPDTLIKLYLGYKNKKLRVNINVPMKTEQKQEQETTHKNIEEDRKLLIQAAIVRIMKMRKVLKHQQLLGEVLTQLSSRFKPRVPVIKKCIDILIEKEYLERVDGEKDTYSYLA
* hit, by the source's call. An excerpt. The share of hits here may be higher or lower than overall.

compound	RBX1-CUL1 inh
COc1cccc(-c2[nH]nc3c2C(c2ccc(Br)cc2)C(C#N)C(=N)O3)c1 (stereo not given)	0
O=C(Sc1nc2ccccc2s1)c1c[nH]c2ccccc12	9
Cc1c(C)n2c3c(=O)[nH]c(=O)n(C)c3nc2n1-c1ccc(O)cc1	7
CC1CCN(C(=O)c2cnc3sc4c(n3c2=O)CCCC4)CC1	4
CCOc1ccccc1NC(=O)C1CCCN(S(=O)(=O)C2C(=O)NC(=O)N=C2C)C1 (stereo not given)	6
Cc1ccc(Cn2ccn(CC(=O)Nc3ccccc3C(F)(F)F)c(=O)c2=O)cc1	0
CC(C)c1ccc(NC(=O)c2ccc(CN3CC(=O)N4CCCCC4C3=O)cc2)cc1 (stereo not given)	-8
CCc1cccc(CC)c1NC(=O)c1ccc(N2CCOCC2)cc1	-5
Cc1cccc(C)c1-n1ncc(C(=O)NCc2ccc3c(c2)OCO3)c1C1CCN(C(=O)OC(C)(C)C)CC1	5
CCOC(=O)c1ccc(CNC(=O)C2CC(=O)c3sc(NC(=O)Cc4ccccc4)nc3C2)o1 (stereo not given)	-8
O=c1[nH]c2ccccc2n2c(-c3ccccc3)nnc12	-1
CCOC(=O)c1cccc(NC(=O)c2cccnc2)c1	0
CCN1C(=O)N=C(Cc2ccc(N(CC)CC)cc2)C1=O	2
Cc1cccc(-c2nc(SCC(=O)Nc3cc(C)on3)c3c(=O)n(C)c(=O)n(C)c3n2)c1	-1
CC(C)=CCCC1(C)OC(=O)N(CCc2c(C)[nH]c3ccc(OC(F)(F)F)cc23)C1(C)O (stereo not given)	-8
COc1ccc2oc(-c3ccccc3)cc2c1	2
CCOc1ccccc1NC(=O)CSc1nc2c(oc3ccccc32)c(=O)n1-c1ccc(F)cc1	10
Cc1ccc(C2=NN(Cc3nnc(-c4ccccc4)o3)C(=O)SC2)cc1	5
COc1cccc(CCNC2CCN(c3ccc(NC(=O)c4ccc(C)cc4C)cc3)CC2)c1	6
C1=CCC(CN2CCc3onc(-c4ccccc4)c3C2)CC1 (stereo not given)	-7
COc1cc(CN(C(=O)C2CC2)[C@H]2CCCCNC2=O)cc(OC)c1OCCc1ccsc1	-2
COc1cccc(NC(=O)CCC(=O)N2Cc3ccccc3Oc3ncccc32)c1	-1
S=c1[nH]nc(-c2ccccc2)n1/N=C/C=C/c1ccco1	-7
O=C(CSc1ncc(CO)n1Cc1ccc(F)cc1)NCc1ccco1	-3
c1ccc2oc(Cc3ccc(Cc4nc5ccccc5o4)cc3)nc2c1	0
O=C(Nc1cc(Cl)ccc1Cl)C1(c2ccccc2)CCCC1	-1
Cc1c(C(c2ccc(O)c(Cl)c2)c2c(C)n(C)n(-c3ccccc3)c2=O)c(=O)n(-c2ccccc2)n1C	-3
CCc1cccc(NC(=O)CSc2nnc(-c3cc4occc4n3C)n2-c2ccccc2C)c1	-7
CCCCc1nc2ccccc2n2c(-c3ccc(OC)cc3)c3c(=O)n(C)c(=O)n(C)c3c12	5
CN(C)c1ccc(C(=O)N2CCCC(CCC(=O)NC3CC3)C2)cc1 (stereo not given)	-4

Shown field by field: entries from further up
> COc1cc(CN(C(=O)C2CC2)[C@H]2CCCCNC2=O)cc(OC)c1OCCc1ccsc1
  RBX1-CUL1 inh: -2

> COc1cccc(NC(=O)CCC(=O)N2Cc3ccccc3Oc3ncccc32)c1
  RBX1-CUL1 inh: -1

Later entries:
compound	RBX1-CUL1 inh
COc1cc(C=C2C(=O)OC(C)(c3ccccc3)OC2=O)ccc1OCc1cccc(C(=O)O)c1 (stereo not given)	-5
O=C1NC(=O)N(c2cccc(Cl)c2)C(=O)C1C=NN1C(=O)c2cccc3c(Br)ccc(c23)C1=O (stereo not given)	8
CCCCc1ccc(S(=O)(=O)N2CCN(S(=O)(=O)CC)CC2)cc1	5
Cc1ccc(CNC(=O)c2c(-c3ccc(Br)cc3)noc2C)o1	3
COc1ccccc1N1CCN(C(=O)c2cc3nc4c(c(C(F)(F)F)n3n2)CCc2ccccc2-4)CC1	-3
COc1ccccc1Nc1cc(C)nc2cc(Cl)ccc12	-7
Cc1ccc(COc2ccc(/C=C3\SC(=N)NC3=O)cc2)cc1	5
O=C(CSCC(=O)Nc1ccc(Br)cc1)Nc1ccc(F)cc1	4
Cc1ccc(-c2cnnc(N3CCCC3c3nccs3)n2)o1 (stereo not given)	1
CCN(C(=O)c1nn(-c2ccc(OC)c(Cl)c2)c(=O)c2c1c1ccccc1n2C)c1cccc(C(F)(F)F)c1	-6

An excerpt from above in order of SMILES length, falling:
compound	RBX1-CUL1 inh
COc1cc(C=C2C(=O)OC(C)(c3ccccc3)OC2=O)ccc1OCc1cccc(C(=O)O)c1 (stereo not given)	-5
O=C(CSCC(=O)Nc1ccc(Br)cc1)Nc1ccc(F)cc1	4
Cc1ccc(-c2cnnc(N3CCCC3c3nccs3)n2)o1 (stereo not given)	1
COc1ccccc1Nc1cc(C)nc2cc(Cl)ccc12	-7

New compounds follow.
compound	RBX1-CUL1 inh
c1ccc(OCc2noc(CN3CCN(C4CCCC4)CC3)n2)cc1	1
O=C(CSc1nc(-c2ccccc2)no1)N1CCN(c2ccccc2)CC1	-13
COc1ccc2c(c1)CC(C(=O)Nc1cc(OC)c(OC)c(OC)c1)CO2 (stereo not given)	4
Cc1cccc(N2C(=N)CC(=O)NC2=S)c1	9
CCC(Sc1nnc2c3ccccc3n(C)c2n1)C(=O)Nc1nnc(C(C)C)s1 (stereo not given)	-1
C=CCc1cc(/C=N\NC(=O)CN2CCOCC2)cc(OCC)c1OCc1ccccc1	4
COc1cc(/C=N/NC(=O)c2csc3c2CCCC3)ccc1OCCN1CCOCC1	12
Cc1ccc(C#N)c(SCc2cccc(Br)c2)n1	-2
CCC1CN(C(=O)c2ccc(NCC3CC3)nc2)CCN1C(C)C (stereo not given)	5
CS(=O)(=O)N1CCc2cc(S(=O)(=O)NCc3ccccc3Cl)ccc21	-5
COc1ccc(C)cc1NC(=O)CSc1nnc(C(C)NC(=O)c2ccc(Cl)cc2)n1C (stereo not given)	-3
COc1cc(C(=O)N/N=C/c2ccc(OCC#N)cc2)ccc1I	7
COc1ccccc1CN1CCC(CNS(=O)(=O)c2cc(-c3onc(C)c3C)ccc2OC)CC1	2
CCC(CC)C(=O)N1CCCC1C(=O)Nc1ccccc1-c1ccc(OC)cc1 (stereo not given)	-5
Cc1ccc(C2CC(=O)c3cn4ncnc4nc3C2)cc1 (stereo not given)	11
COc1cc2ccccc2cc1C(=O)Nc1ccc(N2CCN(C(=O)C(C)C)CC2)c(Cl)c1	11
COC(=O)NC(c1ccccc1)n1nnc2ccccc21 (stereo not given)	16
CCOC(=O)C(c1ccccc1)c1ccccc1	-10
COCC(=O)Nc1cc(C(=O)N(C)CC2Cc3ccccc3O2)cc2nc(-c3cccnc3)n(C)c12 (stereo not given)	-7
CC1CCN(C(=O)CN2CC(C)Sc3ccccc32)CC1 (stereo not given)	-12

The final three entries of the section before open the next one.
| molecule | RBX1-CUL1 inh |
| --- | --- |
| CCOC(=O)C(c1ccccc1)c1ccccc1 | -10 |
| COCC(=O)Nc1cc(C(=O)N(C)CC2Cc3ccccc3O2)cc2nc(-c3cccnc3)n(C)c12 (stereo not given) | -7 |
| CC1CCN(C(=O)CN2CC(C)Sc3ccccc32)CC1 (stereo not given) | -12 |
| Cc1coc(NCc2cc3c(cc2Br)OCO3)n1 | -4 |
| Cc1cccc(-c2nc(C#N)c(NCc3ccccc3Cl)o2)c1 | 2 |
| COc1cccc(CC(C2CCN(C(=O)[C@H]3C[C@@H]4C=C[C@H]3C4)CC2)N(C)C(=O)CCSC)c1 (stereo not given in full) | 2 |
| O=C(OCc1cc(=O)n2nc(C3CC3)sc2n1)c1ccc(NC(=O)c2ccccc2Cl)cc1 | -18 |
| O=C1NC(=O)N(c2ccccc2)C2=NC(=O)C(NS(=O)(=O)c3ccc(Cl)cc3)(C(F)(F)F)C12 (stereo not given) | -5 |
| COC(=O)C(CC(C)C)NS(=O)(=O)Cc1ccccc1 (stereo not given) | 4 |
| Cc1cc(C(=O)NCC2CCCN(Cc3cnc(C)s3)C2)no1 (stereo not given) | 7 |
| O=C(c1ccc2c(c1)N(Cc1cccc(Cl)c1)C(=O)c1ccccc1S2(=O)=O)N1CCCC1 | -5 |
| Cc1cccc(C(=O)Nc2nnc(S(=O)(=O)N(C)Cc3ccco3)s2)c1 | 3 |
| Cc1ccc(NC(=O)Cn2cc(C(=O)C3CC3)c3ccccc32)c(C)c1 | 4 |
| CCCn1cc(S(=O)(=O)c2ccccc2)c(=O)c2cc(F)c(N3CCCC3)cc21 | 6 |
| O=C(Cn1nc2ccccc2n1)N1CCCC(Nc2ccc3c(c2)OCO3)C1 (stereo not given) | -2 |
| Cc1ccc(Cl)cc1N1CCN(C(=O)Cn2nc(C)c3sc4ccccc4c3c2=O)CC1 | -5 |
| Cc1nn(C)c2c1c(C(F)(F)F)cc(=O)n2CC(=O)NC(C)(C)C | -2 |
| CCNc1cc(N2CCN(C3CCCCC3)CC2)c2noc3c2c1C(=O)c1ccccc1-3 | -9 |
| O=C(CN1CCCCC1)NN1CC(=O)N(c2cccc(C(F)(F)F)c2)CC1=O | 3 |
| COc1ccc(/C(C)=N\N2CCN(c3ccccc3OC)CC2)cc1 | -9 |
| COc1ccc(N=c2sc3ccccc3n2C)cc1 | 4 |
| C=CCn1c(O)c(N=NC(=O)COc2ccc(Cl)c(C)c2)c2ccccc21 | 5 |
| CC(=O)Oc1ccccc1C(=O)Nc1cccc2c(=O)[nH][nH]c(=O)c12 | -5 |
| CN(C(=O)c1cccs1)C(Cc1ccccc1)C1CCN(C(=O)CSc2ncccn2)CC1 (stereo not given) | 6 |
| Cc1ccc2oc3c(c(=O)c2c1)C(c1ccc(F)cc1)N(c1nc(C)c(C)s1)C3=O (stereo not given) | 4 |
| Brc1ccc(-c2nnc3ccc(OCCN4CCOCC4)nn23)cc1 | 2 |
| Cc1cc(C)cc(-n2ncc3c2CCCC3NC(=O)CCC(=O)N(C)C)c1 (stereo not given) | 6 |
| CCOC(=O)c1sc(N/N=C/c2c[nH]c3ccccc23)nc1C | 1 |
| Cc1ccc(-c2[nH]nc3c2C(c2ccc(O)c(O)c2)C(C#N)C(=N)O3)cc1 (stereo not given) | 35* |
| Cc1ccc(-c2cn(-c3cccc(Cl)c3)c(S(=O)(=O)CC(=O)Nc3ccccc3F)n2)cc1 | -1 |
| O=C(CSc1oc(-c2ccccc2)nc1S(=O)(=O)c1ccc(Cl)cc1)c1ccccc1 | 6 |
| Cc1ccc(CNC(=O)C2CCCN(C3CCN(C(=O)C4CC4)CC3)C2)o1 (stereo not given) | -6 |
| Brc1ccccc1/C=N\Nc1nccs1 | -7 |
| Cc1cc(OC(=O)C2CCCCC2)c(C(C)C)cc1Cl | -4 |
| CC1=CSC2=NC(=O)/C(=C/c3cc(C)n(-c4ccc(C)cc4C)c3C)C(=N)N12 | 4 |
| COc1cccc(NS(=O)(=O)c2ccc3c(c2)C(=O)C(C(=O)N(C)Cc2ccco2)C=N3)c1 (stereo not given) | 2 |
| Ic1ccccc1N=Cc1ccc2ccccc2n1 | 12 |
| Cn1c(SCCOc2ccccc2Cl)nnc1-c1cccs1 | -15 |
| CCCSc1nc2sc3c(c2c(=O)n1-c1ccccc1)CCC(C)C3 (stereo not given) | 7 |
| COc1ccc(C(=O)C2C(=O)C(=O)N(c3ccc(C)c(Br)c3)C2c2cccc(O)c2)cc1 (stereo not given) | 7 |
| C=CCOC(=O)c1sc(N2C(=O)c3oc4ccccc4c(=O)c3C2c2ccc(O)cc2)nc1C (stereo not given) | -2 |
| O=C(CCc1nnc(-c2ccsc2)o1)NCCCc1cccnc1 | 0 |
| O=C(c1cc([N+](=O)[O-])ccc1Cl)N1CCCCCC1 | -11 |
| CCOc1ccc(-c2nn3c(-c4ccccn4)nnc3s2)cc1 | 7 |
| Cc1ccc(Cn2cc(C(=O)c3ccc(F)cc3)c(=O)c3cc4c(cc32)OCCO4)cc1 | -1 |
| CCCOC(=O)c1c(NC(=O)c2ccncc2)sc(C)c1-c1ccc(Cl)cc1 | -1 |
| Cc1[nH]n(-c2ccccc2)c(=O)c1C(c1ccc(C(=O)O)cc1)c1c(C)[nH]n(-c2ccccc2)c1=O | -12 |
| CN1CCCN(C(=O)c2cccc(Br)c2)CC1 | -2 |
| Cc1cc(/C=C2/C(=O)N(C)C(=S)N2C)c(C)n1C1CC1 | 2 |
| COc1ccc([C@@H]2CC2(c2ccccc2)c2ccccc2)cc1 | 11 |
| Cc1nc2cccnc2n1-c1cccc(C(=O)NCc2cccc(Cl)c2)c1 | 2 |
| COc1cccc(-c2nnc(SCC(=O)N3CCc4ccccc43)o2)c1 | 0 |
| CC(Sc1nnc(N)s1)c1ccccc1 (stereo not given) | 4 |
| CN1C(=O)CC(=NC(=O)C2c3ccccc3Oc3ccccc32)N(C)C1=O | -4 |
| Nc1c(C(=O)Nc2ccccc2)sc2nc3c(c(-c4ccccc4)c12)CCC3 | 7 |
| CN1CCN(c2nc3c(S(=O)(=O)c4ccc(Cl)cc4)nnn3c3ccsc23)CC1 | 5 |
| CC(C)Cn1c(=O)c2sccc2n2c(CCCC(=O)NCC(C)c3ccccc3)nnc12 (stereo not given) | 10 |
| COc1ccc(CCNC(=O)c2cnn(-c3ccc(F)cc3)c2C2CCN(C(=O)OC(C)(C)C)CC2)c(OC)c1 | -1 |
| O=C(c1ccc(F)cc1Cl)N1CCN(Cc2ccco2)CC1 | -3 |
| O=C(NCC1OCCc2ccccc21)C(=O)N1CCCCC1 (stereo not given) | 5 |
| Cc1ccc(OCC(=O)Nc2cccc(-c3nc(CNC(=O)Cc4c(C)noc4C)c(C)o3)c2)cc1 | 10 |
| O=C(NN1CCCCCC1)c1ccccc1F | 10 |
| O=C1C2C(c3ccc(I)cc3)OC3(C(=O)c4ccccc4C3=O)C2C(=O)N1C1CCCCC1 (stereo not given) | -1 |

Next results
| molecule | RBX1-CUL1 inh |
| --- | --- |
| NC(=O)CCN1C(=O)c2ccccc2C1=O | -9 |
| Cc1ccc(-n2nc(C(=O)N3CCN(c4ccc(F)cc4)CC3)c(=O)n(C)c2=O)cc1 | -2 |
| COc1cccc(Oc2c(C(F)(F)F)oc3cc(OC(=O)N4CCOCC4)ccc3c2=O)c1 | -2 |
| CC(=O)Nc1ccc2c(c1)nc(CN1CCN(C)CC1)n2C | 4 |
| O=S(=O)(Nc1nc2ccccc2nc1Nc1ccc2ccccc2c1)c1ccc(Cl)cc1 | 7 |
| Cc1noc(C)c1C(=O)Nc1ccc(Br)c(Cl)c1 | -12 |
